High-throughput results deposited in PubChem BioAssay by several laboratories.
Vif imaging: inhibitors of HIV Vif; inhibition, % at 7.49 µM; hit rate 0.35% among 340,000; HEK293T cells, Vif self-association by quenched fluorescence, imaging, 24 h; AID 602346; in the data active = inhibition above about 50%, passing the limit was not always enough; note: some results filed as inactive read as strong as hits
ABCB6 inh MLPCN: blocks the human ABCB6 transporter; Q9NP58; K562-ABCB6 porphyrin accumulation, flow cytometry, 1 h; stronger effect = lower value; fluorescence ratio to DMSO, % at 10 µM; hit rate 0.19% among 360,000;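 active = fluorescence ratio to DMSO below 75%, the collection mean minus 3 SD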;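 note: signal is porphyrin accumulated inside mitochondria; 100% equals median channel fluorescence of DMSO control wells; lower ratio means ABCB6 inhibition with less porphyrin fluorescence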
aDG glyco up: alpha-DG glycosylation activation; hit rate 0.22% among 360,000; Pro5-aDG cells, alpha-DG glycosylation AlphaScreen (IIH6); 0% Pro5, 100% B10-LARGE cell signal; activation, % at 10 µM; AID 624168;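 active = activation of at least 8% versus controls, or a plate z-score of at least 8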;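 note: Pro5 are CHO cells carrying HIG-tagged alpha-DG that lacks glycosylation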
ABHD5 PLIN5 PPI: inhibitors of human ABHD5-perilipin-5 interaction | Q00G26+Q8WTS1 | Split G. princeps luciferase complementation, luminescence, 4 h | inhibition, % at 4 µM | hit rate 0.78% among 360,000;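 active = inhibition above the mean inhibition across every tested compound plus 3 SD, cut at about 22% in these data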;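 note: 0% = DMSO only wells and the 100% control is not disclosed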
N-glyco inh: N-linked glycosylation inhibition; D54 ERlucT glycosylation luciferase reporter, 24 h; percent of 100 nM tunicamycin response; reporter increase, % at 12.5 µM; hit rate 0.23% among 360,000;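 active = mean luciferase reporter signal, scaled so untreated is 0 and the glycosylation-blocking control 100, at or above a set limit in every replicate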;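 note: luciferase carries N-glycosylation sites so blocking glycosylation raises the light; 0% = median of neutral control wells and 100% = median of 100 nM tunicamycin wells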
Exocytosis inh: blocks lytic granule exocytosis | TALL-104 LAMP-1 surface exposure, flow cytometry; cells stimulated with thapsigargin and PMA | inhibition, % at 10 µM | hit rate 0.66% among 360,000;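 active = inhibition above about 55%, limit read from the data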
MC4R ag barr: human MC4R agonism via beta-arrestin; U2OS MC4R beta-arrestin complementation, luminescence; percent of melanotan II response, DMSO zero; activation, % at 8.9 µM; hit rate 0.98% among 360,000; AID 540308;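 active = activation above a per-plate cutoff, the mean activation of sample wells on that plate plus 3 SD, cut at about 8% in these data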
Target sequence (P32245 whole entry, looked up): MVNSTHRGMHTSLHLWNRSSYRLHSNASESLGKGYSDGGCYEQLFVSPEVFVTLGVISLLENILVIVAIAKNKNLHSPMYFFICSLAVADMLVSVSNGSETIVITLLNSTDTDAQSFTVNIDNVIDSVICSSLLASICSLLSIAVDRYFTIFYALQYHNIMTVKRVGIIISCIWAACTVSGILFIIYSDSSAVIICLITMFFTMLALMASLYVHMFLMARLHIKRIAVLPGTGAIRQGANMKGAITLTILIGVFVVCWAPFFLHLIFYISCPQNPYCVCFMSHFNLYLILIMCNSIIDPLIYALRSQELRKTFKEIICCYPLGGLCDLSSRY
MC4R antagonist: antagonists of human melanocortin 4 receptor (MC4R); inhibition, % at 6.5 µM; P32245; hit rate 0.48% among 360,000; MC4R-expressing cells, MTII-stimulated cAMP, LANCE TR-FRET;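 active = inhibition above its plate's cutoff, the mean of tested wells on that plate plus 3 SD, cut at about 29% in these data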;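 note: 0% = Melanotan II alone and 100% = Melanotan II plus saturating MCL0020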
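Assay system: U2OS cells stably expressing human melanocortin 4 receptor (MC4R) / Dosing: 6.5 µM / Timing: compound 30 min, challenge 1 h, detection 1 h / Measured by: Eu-cAMP/anti-cAMP TR-FRET, emission 671 nm / Replicates: singlicate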
TLR9-MyD88 inh: blocks human TLR9 binding to MyD88 | CHO BLA complementation TLR9-MyD88, CCF4 FRET ratio | hit rate 0.21% among 340,000 | inhibition, % at 4.98 µM | Q9NR96+Q99836 | AID 504734;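 active = inhibition above the mean over all tested compounds plus 3 SD, cut at about 21% in these data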;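 note: 0% = DMSO only wells and 100% = clavulanate BLA inhibitor control wells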
NOD2-RIPK2 inh: blocks binding of human NOD2 to RIPK2; O43353; CHO BLA complementation NOD2-RIPK2, CCF4 ratio; inhibition, % at 4.98 µM; hit rate 0.38% among 360,000; in the data active = inhibition above about 21%;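 note: 0% = vehicle only and 100% = reference blocker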
Target sequence (O43353 whole entry, looked up): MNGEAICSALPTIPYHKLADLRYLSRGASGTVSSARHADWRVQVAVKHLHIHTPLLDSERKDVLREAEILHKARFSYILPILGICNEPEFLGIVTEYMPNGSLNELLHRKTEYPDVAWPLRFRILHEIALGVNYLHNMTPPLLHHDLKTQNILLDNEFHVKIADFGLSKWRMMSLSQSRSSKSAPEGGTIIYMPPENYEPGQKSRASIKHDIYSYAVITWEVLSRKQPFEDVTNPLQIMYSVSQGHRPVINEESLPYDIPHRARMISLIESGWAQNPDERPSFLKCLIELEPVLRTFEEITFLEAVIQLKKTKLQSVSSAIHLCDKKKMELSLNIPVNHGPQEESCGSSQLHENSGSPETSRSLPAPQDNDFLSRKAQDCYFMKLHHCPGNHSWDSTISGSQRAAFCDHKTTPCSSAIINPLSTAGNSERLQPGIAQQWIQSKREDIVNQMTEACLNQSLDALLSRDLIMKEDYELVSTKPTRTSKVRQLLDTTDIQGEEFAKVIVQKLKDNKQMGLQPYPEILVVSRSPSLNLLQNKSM
* marks the source's active call; other numbers are inactive results; x = no result given. Not all compounds are listed; rates above refer to the full screens.

SMILES	Vif imaging	ABCB6 inh MLPCN	aDG glyco up	ABHD5 PLIN5 PPI	N-glyco inh	Exocytosis inh	MC4R ag barr	MC4R antagonist	TLR9-MyD88 inh	NOD2-RIPK2 inh
O=[N+]([O-])c1ccc(S(=O)(=O)NCCS(=O)(=O)N2CCN(c3ccccc3)CC2)cc1	2.8	99.0	0.4	-0.5	-0.4	-2.4	-2.6	-0.9	9.5	-4.0
Cc1ccc(C(=O)Nc2ccc3c(c2)OCO3)cc1	1.2	102.0	0.1	-12.9	-17.8	-4.9	-0.8	0.4	4.1	-11.2
COc1cccc(C=NNC(=O)C(C)SC(C)C(=O)NN=Cc2cccc(OC)c2)c1 (configuration not stated)	-6.0	98.0	0.0	0.6	1.1	5.0	-1.2	-0.4	0.6	-5.4
Cc1cc(NCc2ccco2)nc(N2CCC(C(=O)NC3CCCCC3)CC2)n1	1.9	102.0	1.0	4.6	0.2	-0.9	-1.8	13.4	2.1	4.8
CN(C(=O)CO/N=C/c1ccc(Cl)cc1)c1ccccc1	-3.0	101.0	0.1	-2.8	1.6	-5.3	-1.6	12.1	-4.3	-9.4
CN1CCCCCC1=NC1=C(C#N)CCCC1	-3.9	97.0	0.0	1.9	1.2	-0.3	-0.6	-3.2	-2.0	-6.1
CC(C)(C)c1cc(C(=O)O)c(CN2CCCCC2)o1	23.1	103.0	-0.1	-2.2	0.9	1.2	-0.4	8.5	7.6	-0.2
COc1cccc(-c2nc3n(n2)CCc2ccccc2-3)c1	-16.5	97.0	-0.2	1.1	-6.5	-7.0	-1.3	-2.1	10.5	-1.5
c1ccc2c(c1)nc(-c1ccncc1)n1nnnc21	-5.6	95.0	-0.1	-0.8	4.4	12.4	0.1	-7.4	6.0	-1.8
COc1cc(/C(O)=C(\C#N)c2nc3ccccc3[nH]2)cc(OC)c1OC	6.0	104.0	-0.1	-0.4	10.5	-11.5	0.5	25.9	-8.6	-3.4
O=C1CCCc2c1cc(C(=O)Nc1ccc(Cl)cn1)c(=O)n2-c1ccccc1	-1.8	97.0	0.0	2.2	-0.5	-1.5	-1.3	-1.8	-4.7	-1.3
O=C1C=C(c2cc3ccccc3o2)C[C@@H](c2ccc(F)cc2)C1	-1.2	101.0	-0.3	-0.8	1.0	4.2	1.1	0.7	-0.7	-5.2
Cc1cc(=O)n2c(-c3ccc(Cl)cc3)csc2n1	-9.3	98.0	0.0	-1.0	-3.6	0.0	-1.4	-3.9	-0.6	1.0
CCOC(=O)c1sc(SC)c(C(C)=O)c1C	5.9	102.0	0.2	-1.7	-9.0	0.5	0.6	16.6	2.1	2.7
O=C(Nc1cccc(C(=O)N2CCOCC2)c1)C1CC1	1.7	100.0	-0.1	5.2	2.2	-2.3	-0.2	3.8	-3.5	-5.3
COc1ccc(C2CC2/C(C)=N/OC(=O)C2CC2)cc1 (configuration not stated)	-0.6	93.0	-0.1	6.8	1.4	-0.3	-0.1	-6.3	2.0	-8.8
CCCCC1(CO)C(=O)N(c2ccccc2)N(c2ccccc2)C1=O	4.1	95.0	-0.1	-1.1	1.4	-6.2	-0.6	-1.8	5.4	-3.8
Cc1cccc(N(CC(=O)Nc2ccc(CC#N)cc2)S(C)(=O)=O)c1	33.7	103.0	0.0	1.7	0.0	0.9	0.5	-0.5	-13.7	-7.4
CCC(CO)N=CC1=C(O)CC(C)(C)CC1=O (configuration not stated)	8.6	99.0	0.1	7.6	-0.4	1.3	0.3	-3.7	10.4	2.8
Cc1ccc(S(=O)(=O)N2[C@@H](c3ccc(F)cc3)C(C(=O)O)=C[C@H]2CC2CCCC2)cc1	x	104.0	0.1	-8.2	0.1	-1.6	0.2	0.0	-5.2	-4.1
Cn1nc(C(=O)NCc2ccc(Cl)cc2)c2c1-c1ccccc1S(=O)(=O)C2	-3.3	100.0	0.0	-7.7	-5.2	2.1	-2.2	1.2	-1.2	-26.2
COc1cc(OCc2ccc(C)cc2)ccc1CNC[C@H]1O[C@@H](n2cnc(C(N)=O)n2)[C@H](O)[C@@H]1O	x	98.0	1.3	3.7	1.5	-0.6	-0.9	0.0	-6.2	-21.0
CC(C)(C)N1CC(c2nc3ccccc3n2Cc2ccccc2)CC1=O (configuration not stated)	-17.5	99.0	-0.1	-1.5	-0.1	-1.3	1.1	2.2	7.3	-3.2
CC(C)(C)NC(=O)/C(=C\c1ccco1)NC(=O)c1ccco1	-0.7	98.0	0.0	-3.7	1.2	-8.8	-1.2	2.9	-1.8	-9.2
O=C(CSc1nnc(-c2ccc3c(c2)OCO3)o1)Nc1ncc(Cl)cc1Cl	2.9	103.0	1.4	-0.9	3.1	-2.3	-2.2	13.8	-4.3	-1.8
CCc1ccccc1OCC(=O)Nc1ccc(F)c(S(=O)(=O)N2CCOCC2)c1	5.5	96.0	0.0	3.2	-3.2	9.6	-0.5	10.6	4.1	-2.1
Cc1cccc(NS(=O)(=O)c2cc([N+](=O)[O-])ccc2C)n1	0.5	88.0	-0.1	-7.3	4.0	-2.5	-1.3	24.9	9.9	42.4*
Cc1cc(Br)cn2c(Cc3ccccc3C(F)(F)F)c(C3CCCCC3)nc12	x	103.0	3.2	-7.6	-0.7	0.1	x	x	x	-2.8
CC(C)CC1CCCC12NC(=O)NC2=O (configuration not stated)	-1.1	97.0	-0.2	2.1	0.8	4.2	-0.4	12.6	-6.7	-5.8
COc1ccc(Oc2coc3cc(OC(=O)N4CCOCC4)ccc3c2=O)cc1	-7.5	94.0	0.1	-2.1	-2.0	11.4	-0.5	3.4	8.0	5.7
CCCCn1c(N)c(N(CC(C)C)C(=O)CSCc2ccc(Cl)c(Cl)c2)c(=O)[nH]c1=O	-2.0	98.0	-0.1	5.9	-1.5	-0.5	2.5	3.6	-0.7	1.3
CO[C@@H]1CN(C)C(=O)c2cc(NC(=O)Nc3cc(F)ccc3F)ccc2OC[C@H](C)NC[C@@H]1C	x	x	-0.1	-12.0	x	-7.8	x	x	x	1.1
COc1ccc(CC(O)CO)cc1OCc1ccccc1 (configuration not stated)	-1.2	102.0	0.2	0.2	-0.8	3.2	-2.0	1.7	-3.8	-12.7
COc1ccc(OC)c(CC(=O)N2CCc3cc(OC)c(OC)cc3C2)c1	-1.1	101.0	0.0	5.5	-4.1	-9.8	-1.3	23.5	-2.6	-12.0
O=c1c2cc(Cl)ccc2[nH]c(=S)n1Cc1ccco1	-0.8	100.0	-0.1	-2.2	0.1	-1.3	5.1	18.7	-4.1	-2.2
Cn1nnc(NCc2cc(Br)ccc2OCc2ccccc2F)n1	21.1	97.0	1.9	9.0	-3.7	38.2	2.9	6.8	0.7	-1.8
O=C(O)c1nn2c(c1Br)NC(c1ccccc1)CC2C(F)(F)F (configuration not stated)	7.2	101.0	0.2	1.7	-0.3	-3.7	-1.1	15.1	5.8	-4.9
CCOc1ccc(-n2c(=O)c3sccc3n(CC(=O)NCCc3ccc(OC)c(OC)c3)c2=O)cc1	-1.4	97.0	-0.1	3.7	1.6	0.3	1.4	6.2	-1.8	-7.4
O=C(NCc1ccc(N2CCCC2=O)cc1)c1cn(CCc2ccccc2)nn1	1.9	97.0	0.1	4.4	-1.2	-2.7	3.5	7.6	7.0	-2.5
Cc1cccc(NC(=O)c2c([N+](=O)[O-])cnn2C)c1	-0.9	113.0	0.0	-6.0	-0.3	7.3	-0.9	9.5	-2.1	-4.8

By substructure: the entries above containing bromine (3)
SMILES	Vif imaging	ABCB6 inh MLPCN	aDG glyco up	ABHD5 PLIN5 PPI	N-glyco inh	Exocytosis inh	MC4R ag barr	MC4R antagonist	TLR9-MyD88 inh	NOD2-RIPK2 inh
Cc1cc(Br)cn2c(Cc3ccccc3C(F)(F)F)c(C3CCCCC3)nc12	x	103.0	3.2	-7.6	-0.7	0.1	x	x	x	-2.8
Cn1nnc(NCc2cc(Br)ccc2OCc2ccccc2F)n1	21.1	97.0	1.9	9.0	-3.7	38.2	2.9	6.8	0.7	-1.8
O=C(O)c1nn2c(c1Br)NC(c1ccccc1)CC2C(F)(F)F (configuration not stated)	7.2	101.0	0.2	1.7	-0.3	-3.7	-1.1	15.1	5.8	-4.9

Next section
SMILES	Vif imaging	ABCB6 inh MLPCN	aDG glyco up	ABHD5 PLIN5 PPI	N-glyco inh	Exocytosis inh	MC4R ag barr	MC4R antagonist	TLR9-MyD88 inh	NOD2-RIPK2 inh
COc1ccc(-c2nnc3ccc(SCC(=O)NCC4CCCO4)nn23)cc1 (configuration not stated)	4.9	100.0	0.0	-2.7	1.7	-4.7	-0.5	7.8	-5.4	0.5
COc1ccc(NC(=O)C2CC(=O)N(CCc3ccc(F)cc3)C2)c(OC)c1 (configuration not stated)	22.0	97.0	0.0	4.0	2.0	-23.5	-0.5	6.4	13.3	-2.2
CCN(CC)CCNc1ccc(C)c2sc3ccc(O)cc3c(=O)c12	-15.6	198.0	-0.4	13.5	54.1*	46.7	-0.3	-10.0	-3.8	2.7
Cc1ccc(SC[C@H](Cc2ccccc2)N2CC[C@@H](C)CCC2=O)cc1	-4.5	99.0	0.3	-4.3	-5.1	-4.9	1.5	13.7	-2.7	2.8
COc1ccc(CCNC(=O)/C(=C/c2cccnc2)NC(=O)c2ccccc2)cc1	-6.0	103.0	-0.2	2.5	-1.0	-8.1	-0.9	0.7	11.6	2.2
CCOc1ccc(S(=O)(=O)Nc2ccc(C(=O)NCCCN3CCCC3=O)cc2)cc1	-0.6	91.0	0.3	10.9	-0.4	-0.1	0.0	5.0	4.0	5.7
CC1(C)CN(c2ccccc2)N(C(=O)c2ccc(C#N)cc2)C1=O	16.2	103.0	0.5	-14.2	10.4	-1.1	-1.7	1.8	4.6	-6.8
CCN(C(=O)COC(=O)Cc1cccc2ccccc12)C1CCS(=O)(=O)C1 (configuration not stated)	-6.8	100.0	0.3	2.4	3.2	4.6	1.0	2.6	-2.8	0.7
CC(O)CN(Cc1ccc(Cl)cc1)CC(C)O (configuration not stated)	9.2	101.0	0.2	-0.9	2.2	0.5	-1.2	13.3	1.4	-7.7
Cc1cc(C)cc(NC(=O)[C@@H](NC(=O)c2ccco2)C(C)C)c1	10.8	100.0	0.0	8.4	2.1	5.5	0.6	17.6	-3.6	-7.6
O=S(=O)(c1ccccc1Oc1ccc(Cl)cc1Cl)N1CCCCC1	0.3	101.0	0.1	-4.1	-1.8	14.0	-0.1	4.7	1.1	12.9
Cc1ccccc1NC(=S)NCCc1c[nH]c2ccccc12	3.6	104.0	0.0	2.9	1.0	2.0	-2.4	15.3	-8.4	1.8
CCc1ccc2cc(F)cc(F)c2n1	-2.3	97.0	0.0	2.3	-2.1	-2.7	x	x	x	-14.0
CC(C)n1nnnc1SCC(=O)N(C)C1CCS(=O)(=O)C1 (configuration not stated)	5.1	98.0	0.0	-8.4	-10.3	-4.2	0.1	12.8	-8.7	-28.5
Cc1nc2[nH]c(=S)n(C)c(=O)c2nc1C	-0.1	105.0	-0.1	-4.4	2.9	-4.5	2.0	-0.6	9.6	-8.5
O=C(COC(=O)c1ccc(S(=O)(=O)N2CCc3ccccc3C2)cc1)NC1CCS(=O)(=O)C1 (configuration not stated)	-2.7	102.0	0.0	4.1	2.2	6.5	1.0	3.5	-3.4	-25.2
